Bcl-B Bim block: disrupts Bim peptide binding to human Bcl-B; inhibition, % at 10 µM; bead-based flow cytometry; Q9HD36; 190,000 compounds, 0.073% hits;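 also: 0% = tracer peptide without compound and 100% = reference inhibitor peptide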
GSH bead fluor: GSH bead compound fluorescence profile | GSH beads flow cytometry, compound fluorescence 488/530 nm; stronger effect = higher value | AID 1776 | 190,000 compounds, 0.25% hits | fluorescence (KMESF) at 10 µM; in the data active = fluorescence above about 89;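 also: glutathione beads carrying GST-tagged Bcl family fusion proteins plus one bare bead set; values are compound well signal with DMSO vehicle wells as background; inactives centre near 16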
Bim-Bfl-1: inhibitors of Bim-Bfl-1 interaction, human. Bead-based flow cytometry, Bim-Bfl-1 binding inhibition. inhibition, % at 10 µM. 190,000 compounds, 0.12% hits. AID 1008;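 also: 0% = wells without compound plus tracer and 100% = blocker peptide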
RGS7-Gao reg: modulates binding of RGS7 to human Galphao; Multiplexed bead flow cytometry; actives lie on both sides; 220,000 compounds, 0.35% hits; binding response (% of control), % at 10 µM; in the data active = binding response below about 49% or above about 150%; inconclusive = no clear call, values can overlap the other calls; inactive = in between;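 also: fluorescent Galphao held in activated GDP-AlF4 state binding bead-coupled RGS7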
ABCB1 inh: inhibitors of human ABCB1 transporter, ABCG2 counter-screen. 190,000 compounds, 0.067% hits. inhibition, % at 6.6 µM. CCRF-Adr cells, JC-1 efflux, flow cytometry; in the data active = inhibition above about 40%;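 also: 0% = vehicle and 100% = reference inhibitor; higher value means more JC-1 retained so stronger ABCB1 efflux block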
Target sequence (P08183 whole entry, looked up): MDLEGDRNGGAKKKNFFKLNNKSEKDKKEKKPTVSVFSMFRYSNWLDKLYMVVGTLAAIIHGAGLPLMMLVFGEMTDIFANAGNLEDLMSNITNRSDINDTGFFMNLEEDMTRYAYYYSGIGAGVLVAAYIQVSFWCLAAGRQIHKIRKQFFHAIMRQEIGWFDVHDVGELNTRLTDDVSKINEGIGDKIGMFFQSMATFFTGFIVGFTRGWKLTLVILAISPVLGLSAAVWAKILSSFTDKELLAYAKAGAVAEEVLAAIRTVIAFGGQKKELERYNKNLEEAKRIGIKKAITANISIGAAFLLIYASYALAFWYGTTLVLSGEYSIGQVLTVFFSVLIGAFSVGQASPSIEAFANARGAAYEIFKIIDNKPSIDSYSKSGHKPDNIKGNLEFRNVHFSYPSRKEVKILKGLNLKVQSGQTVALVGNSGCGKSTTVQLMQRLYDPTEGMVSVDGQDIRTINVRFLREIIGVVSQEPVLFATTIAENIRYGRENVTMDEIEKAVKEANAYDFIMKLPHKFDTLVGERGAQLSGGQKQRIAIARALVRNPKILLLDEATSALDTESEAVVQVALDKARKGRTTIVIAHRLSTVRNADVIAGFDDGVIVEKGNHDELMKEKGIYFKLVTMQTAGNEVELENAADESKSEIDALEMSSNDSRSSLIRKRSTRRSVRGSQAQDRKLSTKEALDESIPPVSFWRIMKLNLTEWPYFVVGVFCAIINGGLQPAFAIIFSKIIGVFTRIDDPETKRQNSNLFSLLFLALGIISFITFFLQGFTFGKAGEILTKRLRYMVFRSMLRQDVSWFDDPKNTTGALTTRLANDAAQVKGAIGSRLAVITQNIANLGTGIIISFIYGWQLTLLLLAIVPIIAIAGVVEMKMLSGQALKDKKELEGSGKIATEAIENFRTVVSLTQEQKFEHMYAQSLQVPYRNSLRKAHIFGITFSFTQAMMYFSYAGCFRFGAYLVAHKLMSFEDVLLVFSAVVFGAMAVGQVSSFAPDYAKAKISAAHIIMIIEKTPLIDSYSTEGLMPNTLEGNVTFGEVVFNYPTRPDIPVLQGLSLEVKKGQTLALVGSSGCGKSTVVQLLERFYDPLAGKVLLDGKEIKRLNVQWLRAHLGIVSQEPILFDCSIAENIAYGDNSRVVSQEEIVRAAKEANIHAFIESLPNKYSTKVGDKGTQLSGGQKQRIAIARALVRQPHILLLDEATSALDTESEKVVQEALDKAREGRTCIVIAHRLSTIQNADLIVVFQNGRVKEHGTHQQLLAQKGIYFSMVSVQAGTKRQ
Avidin bead fluor: avidin bead compound fluorescence profile | Avidin beads, compound fluorescence 488/530 nm, flow cytometry; stronger effect = higher value | 220,000 compounds, 0.38% hits | fluorescence (KMESF) at 10 µM; in the data active = fluorescence above about 47; also: inactives centre near 10
Bim-Bcl-2: disrupts Bim peptide binding to human Bcl-2; P10415; Bead-based flow cytometry, Bim peptide-Bcl-2 binding; inhibition, % at 10 µM; 190,000 compounds, 0.06% hits; AID 950; in the data active = inhibition above about 40%; inconclusive = no clear call, values can overlap the other calls;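 also: 0% = no compound wells with probe peptide and 100% = reference peptide inhibitor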
Bcl-W Bim block: disrupts Bim peptide binding to human Bcl-W; bead-based flow cytometry; inhibition, % at 10 µM; 190,000 compounds, 0.02% hits;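 also: 0% = bound tracer without compound and 100% = peptide blocker; higher means less fluorescent Bim peptide bound to Bcl-W beads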
Bcl-XL Bim block: human Bim-Bcl-XL interaction inhibition | AID 1007 | Q07817 | 190,000 compounds, 0.04% hits | inhibition, % at 10 µM | Bim peptide-Bcl-XL binding, bead flow cytometry, fluorescence
ABCG2 block: blocks JC-1 efflux by human ABCG2 transporter. 190,000 compounds, 0.1% hits. IgMXP3 cells, flow cytometry. AID 1325. inhibition, % at 6.6 µM. Q9UNQ0;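 active = inhibition above 80%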;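 also: 0% = DMSO and 100% = nicardipine control wells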
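Test system: IgMXP3 cells (ABCG2) mixed with DDAO far-red-labelled CCRF-Adr cells (ABCB1). Reagent: JC-1 transporter substrate. Compound dosing: single test compound dose, 6.6 µM final. Times: 10 min compound exposure, 25 °C. Detection: flow cytometry of retained JC-1 fluorescence. Read-out basis: efflux inhibition in percent versus controls. Controls: nicardipine and DMSO wells.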
RGS4-Gao reg: human RGS4-Galphao interaction regulation; AID 1415; binding response (% of control), % at 10 µM; Multiplexed bead flow cytometry, RGS4-Galphao binding; actives lie on both sides; P09471; 220,000 compounds, 0.33% hits; in the data active = binding response below about 49% or above about 150%; inactive = in between;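 also: fluorescent Galphao activated with aluminum fluoride binding bead-coupled RGS4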
Active calls of the source: *; ? = inconclusive; . = not tested or not shown. Rule as the data show it, unless noted: active = inhibition above about 40%.

nr	SMILES	Bcl-XL Bim block	RGS4-Gao reg	GSH bead fluor	ABCB1 inh	RGS7-Gao reg	Bcl-W Bim block	Bim-Bcl-2	Bcl-B Bim block	Bim-Bfl-1	ABCG2 block	Avidin bead fluor
1	COc1ccc(/C=C/C(=O)Nc2ccccc2)cc1OC	-2	102	11	-0.7	104	-3	-3	-4	-5	1	17
2	COc1ccccc1N1CCN(C(=O)c2cn(-c3ccccc3)nc2-c2cccnc2)CC1	-2	96	11	1.2	98	0	-1	-1	-2	2	23
3	Cc1nc(NC(=O)c2ccccc2)sc1-c1csc(Nc2cccc(F)c2)n1	0	107	25	-0.3	105	2	-5	-10	-6	0	4
4	CC(C)NC(=O)c1ccc2c(c1)nnn2C	-9	102	21	0.4	105	1	-5	-6	-10	1	20
5	CCOC(=O)Cn1c(=O)oc2cc(S(=O)(=O)NCc3cccs3)ccc21	-3	103	19	-2.0	102	1	-7	-7	-9	-2	10
6	COc1ccc(CCN2C(=O)CCC2(C)C(=O)NCc2cccnc2)cc1OC (stereo unspecified)	-5	101	30	0.7	101	-5	-2	-1	-1	3	13
7	CCOC(=O)n1c(=O)n(C)c2ccc(Cl)cc21	-1	96	12	0.2	97	-1	1	-4	-4	2	11
8	O=C(O/N=C1/CCCc2occc21)c1ccc(F)cc1	0	101	13	0.6	106	0	-3	-2	-2	3	10

Look-ups from the entries so far:
ABCG2 block with cpd 8 : 3
Bcl-W Bim block with cpd 7 : -1

The list goes on:
nr	SMILES	Bcl-XL Bim block	RGS4-Gao reg	GSH bead fluor	ABCB1 inh	RGS7-Gao reg	Bcl-W Bim block	Bim-Bcl-2	Bcl-B Bim block	Bim-Bfl-1	ABCG2 block	Avidin bead fluor
9	CCc1ccc2[nH]c(=O)c(CN(CCN(CC)CC)C(=O)NC3CCCCC3)cc2c1	-6	103	22	1.4	103	-4	-9	-11	-24	11	40
10	O=C(Nc1ccccc1)c1ccccc1OCc1ccc(S(=O)(=O)N2CCOCC2)cc1	-1	98	73	2.6	98	1	0	-2	0	12	9
11	CC(C)(SC(=S)N1CCCCCC1)C(=O)O	13	93	42	-0.1	88	17	3	7	8	0	5
12	Cc1ncoc1C(=O)Nc1ncc([N+](=O)[O-])s1	0	101	22	0.0	94	4	0	-5	3	17	8
13	CC(C)c1ccc(/C=N/NC(=O)CN(c2cccc(Cl)c2Cl)S(C)(=O)=O)cc1	0	98	8	1.9	99	-4	-5	0	0	5	10
14	COc1ccccc1-c1cn(C(C)(C)C)nc1C	-2	102	17	-0.1	100	-2	0	-1	-4	-1	10
15	CCOC(=O)c1c(-c2cccs2)csc1NC(C)=O	2	89	20	0.0	100	0	25	-3	4	0	17
16	CC1(C)CC(C2N3CC4(C)CN2CC(C)(C3)C4=O)CCO1 (stereo unspecified)	-5	115	22	-3.3	119	2	-1	-4	-2	1	12
17	Nc1ncnc(Nc2cccc(Cl)c2Cl)n1	-3	94	12	0.2	91	0	-2	-3	-4	1	20
18	FC(F)(F)c1cc(-c2ccco2)nc2ncnn12	.	102	17	1.3	100	.	?	.	.	13	4
19	Fc1ccc(C(c2nnnn2Cc2cccs2)N2CCN(C3CCCCC3)CC2)cc1 (stereo unspecified)	-5	101	23	1.0	99	0	-9	-8	-17	1	13
20	O=C1c2ccccc2C(Nc2ccc(F)c(Cl)c2)N1c1ccccn1 (stereo unspecified)	-7	97	22	-3.0	97	2	-12	-7	-9	-3	5
21	O=C(Nc1ccc2c(c1)OCCO2)c1cnccn1	-5	99	14	0.2	98	4	-3	-6	-13	2	9
22	NC1=C([N+](=O)[O-])C(c2ccccc2)C2=C(CCCC2=O)O1 (stereo unspecified)	-3	100	21	-2.0	103	-1	0	-1	1	1	11
23	CC(=O)Nc1ccc(-c2cc(-c3ccc(NC(C)=O)cc3)nc(-c3ccccc3)n2)cc1	-2	108	13	-0.6	109	-1	-2	-2	1	-2	44
24	c1ccc(SCc2cc(-c3ccccc3)no2)cc1	-2	93	12	0.7	99	2	0	-3	-2	5	8
25	CCCC/C(O)=C1\C(=O)CC(C)(C)CC1=NCCCCCC(=O)O	0	101	12	0.3	103	-1	0	-3	-2	1	19
26	Cc1ccc(NC(=O)C2CCN(c3nc(C)cc(C)n3)CC2)cc1	0	102	9	0.1	110	0	-3	-2	-4	3	15
27	Cc1ccc(-n2c(CSc3nc(C)cc(C)n3)nnc2SCC(=O)N2CCCC2)cc1	-5	96	30	0.5	100	-1	-1	-9	-2	8	11
28	CCOC(=O)c1nn(-c2ccc(C)cc2)cc1O	2	98	50	0.4	96	3	-4	-6	-13	2	11
29	CSc1ccc(S(=O)(=O)NC(C)c2ccccc2)cc1 (stereo unspecified)	-4	100	13	-0.2	106	-1	-2	-4	-6	1	10
30	Cc1ccc(N2CC(C(=O)OCC(=O)Nc3ccccc3F)CC2=O)cc1 (stereo unspecified)	-2	101	11	0.8	?	0	-1	-2	-5	6	12
31	Cc1cc(C)c(NC(=O)CCn2nnc3ccccc32)c(C)c1	-1	108	13	-0.3	103	-4	-3	-5	-6	2	.
32	COc1ccc(S(=O)(=O)NNC(=O)c2cc3ccccc3o2)cc1	-7	103	9	-0.5	96	-3	-6	-10	-13	-5	7

Structural class: the compounds so far with a COOH group (two)
nr	SMILES	Bcl-XL Bim block	RGS4-Gao reg	GSH bead fluor	ABCB1 inh	RGS7-Gao reg	Bcl-W Bim block	Bim-Bcl-2	Bcl-B Bim block	Bim-Bfl-1	ABCG2 block	Avidin bead fluor
11	CC(C)(SC(=S)N1CCCCCC1)C(=O)O	13	93	42	-0.1	88	17	3	7	8	0	5
25	CCCC/C(O)=C1\C(=O)CC(C)(C)CC1=NCCCCCC(=O)O	0	101	12	0.3	103	-1	0	-3	-2	1	19

Just Avidin bead fluor, Bcl-XL Bim block and GSH bead fluor, for 3 of the compounds above:
No. | mol | Avidin bead fluor | Bcl-XL Bim block | GSH bead fluor
24 | c1ccc(SCc2cc(-c3ccccc3)no2)cc1 | 8 | -2 | 12
23 | CC(=O)Nc1ccc(-c2cc(-c3ccc(NC(C)=O)cc3)nc(-c3ccccc3)n2)cc1 | 44 | -2 | 13
14 | COc1ccccc1-c1cn(C(C)(C)C)nc1C | 10 | -2 | 17

Next section:
nr	SMILES	Bcl-XL Bim block	RGS4-Gao reg	GSH bead fluor	ABCB1 inh	RGS7-Gao reg	Bcl-W Bim block	Bim-Bcl-2	Bcl-B Bim block	Bim-Bfl-1	ABCG2 block	Avidin bead fluor
33	CCCCn1c(N)c(NCC)c(=O)[nH]c1=O	2	99	14	1.3	?	1	2	-3	-3	6	8
34	N#CCCn1cc(C(=O)O)c(-c2cc3ccccc3o2)n1	-4	95	9	0.0	97	-1	-1	0	-1	0	3
35	Cc1ccc(C(=O)Cn2c(C)cc(C)c(C#N)c2=O)cc1	-1	96	81	1.1	98	0	-2	-1	-5	3	12
36	COC(=O)C1CCN(Cc2cc(=O)oc3cc(OC)ccc23)CC1	-1	98	26	0.2	99	-1	-3	-2	-2	4	9
37	CCn1cc(C(=O)N2CCN(c3cccc(Cl)c3)CC2)c2cc(OC)c(OC)cc2c1=O	0	96	51	5.0	103	-2	-3	0	-1	6	4
38	O=C(CNS(=O)(=O)c1ccccc1F)Nc1ccc(N2CCOCC2)cc1	4	102	12	0.2	101	5	2	-1	7	1	32
39	CNC(=O)c1cc2cc(OC)ccc2n1CCN(C)C	-2	107	14	0.5	107	-3	-1	-1	-2	2	14
40	CC(C)(C)C1CCc2c(sc(NC(=O)c3cccs3)c2C(=O)N2CCCCC2)C1 (stereo unspecified)	-1	102	12	0.2	101	0	-7	-9	-6	1	12

The closing four entries of the part above come first, to join the parts.
nr	SMILES	Bcl-XL Bim block	RGS4-Gao reg	GSH bead fluor	ABCB1 inh	RGS7-Gao reg	Bcl-W Bim block	Bim-Bcl-2	Bcl-B Bim block	Bim-Bfl-1	ABCG2 block	Avidin bead fluor
37	CCn1cc(C(=O)N2CCN(c3cccc(Cl)c3)CC2)c2cc(OC)c(OC)cc2c1=O	0	96	51	5.0	103	-2	-3	0	-1	6	4
38	O=C(CNS(=O)(=O)c1ccccc1F)Nc1ccc(N2CCOCC2)cc1	4	102	12	0.2	101	5	2	-1	7	1	32
39	CNC(=O)c1cc2cc(OC)ccc2n1CCN(C)C	-2	107	14	0.5	107	-3	-1	-1	-2	2	14
40	CC(C)(C)C1CCc2c(sc(NC(=O)c3cccs3)c2C(=O)N2CCCCC2)C1 (stereo unspecified)	-1	102	12	0.2	101	0	-7	-9	-6	1	12
41	Cc1ccc(NC(=O)CN2C(=S)NC(C)(C)CC2C)cc1Cl (stereo unspecified)	-3	101	11	-0.1	99	0	1	-5	-2	4	12
42	NC(=S)N/N=C/c1coc2cc(Cl)ccc2c1=O	-5	94	11	0.1	94	-1	-1	4	1	25	7
43	Cc1ccc(N2C(=O)/C(=C\c3ccc(C(C)C)cc3)N=C2SC2CCOC2=O)cc1 (stereo unspecified)	21	90	16	-0.4	88	18	7	17	13	-2	7
44	O=C(CCN1C(=O)C2C3C=CC(C3)C2C1=O)N1CCN(c2ccccn2)CC1 (stereo unspecified)	-2	105	69	2.7	106	-2	-2	0	0	11	9
45	CCOc1ccc(CCNC(=O)CCN2C(=O)COc3ccccc32)cc1OCC	-6	96	39	-0.4	96	2	-11	-4	-12	7	11
46	C=CCN(Cc1nc(-c2cc(OC)ccc2OC)oc1C)C1CCS(=O)(=O)C1 (stereo unspecified)	-2	99	12	0.2	96	-1	-3	-4	-4	1	13
47	O=C(Nc1nncs1)Oc1ccccc1	1	103	27	0.3	101	-3	-8	-10	-13	2	11
48	Cc1ccc(Cn2nnc3c(=O)n(Cc4cc(C)ccc4C)cnc32)cc1	-9	103	14	-0.1	101	-5	-4	-8	-5	0	7
49	Nc1nnnn1/N=C/c1cccc(O)c1	0	102	16	0.8	104	0	0	2	-1	3	40
50	COC(=O)C1C(c2ccccc2)C(C(=O)N2CCOCC2)C1c1ccccc1 (stereo unspecified)	1	98	22	0.1	102	1	-2	0	3	0	3
51	CCOC(=O)c1cc(NC(=O)N2CCOCC2)c(C)nc1C	-5	94	25	0.1	93	0	-8	-7	-15	3	17
52	COCCC(=O)N1CCCC(CCC(=O)NCc2ccc(F)c(F)c2)C1 (stereo unspecified)	-2	103	8	0.5	98	-1	-1	-3	-7	1	10
53	CC(C)(C)NC(=O)c1ccc(COCC(F)(F)F)o1	-16	99	29	0.3	99	-1	-12	-12	-17	3	14
54	CCOc1ccc(NS(=O)(=O)c2cc(NC(=O)CCC(=O)c3cccs3)ccc2Cl)cc1	1	96	20	1.4	?	0	-2	-1	-3	12	9
55	COCCNC(=S)N(CCc1c(C)[nH]c2ccccc12)Cc1ccco1	1	100	11	-0.3	100	6	2	-4	4	0	21
56	O=C(NNC1=Nc2cccc3cccc1c23)c1ccccc1Br	-5	100	14	-0.1	98	-4	-8	-8	-13	0	23
57	CCOC(=O)c1c(N/N=C/c2ccncc2)n[nH]c1C	0	96	9	0.9	97	1	0	2	0	2	5
58	COCCNC(=S)c1ccc(OC)cc1	-7	100	21	0.2	95	-1	-7	-14	-4	0	16
59	Nc1c(C(=O)Nc2ccc(Cl)c(Cl)c2)sc2nc(-c3cccnc3)ccc12	2	90	6	-1.3	94	1	3	7	0	-9	10
